Source: PubChem BioAssay
HKDC1 inh – blocks human hexokinase HKDC1 activity; 340,000 tested, 0.16% active; recombinant HKDC1, G6PDH/diaphorase resazurin coupled fluorescence; AID 493160; inhibition, % at 20 µM; Q2TB90;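 active = inhibition above about 35% when tested at 20 µM, limit read from the data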;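 also: plate controls were DMSO wells with enzyme for no effect and DMSO wells lacking enzyme for full effect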
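test system = in-house recombinant HK5 (HKDC1) enzyme | amount = HKDC1 at 5 µg/mL | control set = DMSO-enzyme wells negative, buffer-substituted wells positive | compound = one dose of 20 µM, 1% DMSO | schedule = reaction time 90 min, room temperature, protected from light | technique = resorufin fluorescence at 613 nm | reagent = glucose with 1 mM ATP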
SENP7 inh – inhibitors of human SENP7 protease. recombinant SENP7, Z-RLRGG-aminoluciferin luminescence, 40 min. inhibition, % at 5 µM. 330,000 tested, 1.5% active;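 active = inhibition above about 50% at the single test dose, limit read from the data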;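 also: plate controls were DMSO with enzyme for no effect and no enzyme buffer wells for full effect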
Target sequence (Q9BQF6 706-1050 limits assumed): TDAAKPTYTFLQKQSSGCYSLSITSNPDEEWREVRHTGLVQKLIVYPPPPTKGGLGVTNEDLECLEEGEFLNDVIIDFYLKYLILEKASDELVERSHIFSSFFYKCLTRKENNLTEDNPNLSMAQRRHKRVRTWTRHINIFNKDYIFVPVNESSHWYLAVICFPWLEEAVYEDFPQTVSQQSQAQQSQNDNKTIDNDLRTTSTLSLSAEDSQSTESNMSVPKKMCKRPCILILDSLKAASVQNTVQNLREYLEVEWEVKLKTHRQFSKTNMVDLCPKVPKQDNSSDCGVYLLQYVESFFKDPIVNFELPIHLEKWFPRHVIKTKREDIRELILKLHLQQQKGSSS
SENP8 block-1 – SENP8 (human) protease inhibition. recombinant SENP8, Nedd8 substrate fluorescence. AID 602440. 360,000 tested, 0.64% active. inhibition, % at 20 µM; in the data active = inhibition mostly above about 40%, no sharp cut-off; inactive = mostly below about 27%
Target sequence (Q96LD8 whole entry, looked up): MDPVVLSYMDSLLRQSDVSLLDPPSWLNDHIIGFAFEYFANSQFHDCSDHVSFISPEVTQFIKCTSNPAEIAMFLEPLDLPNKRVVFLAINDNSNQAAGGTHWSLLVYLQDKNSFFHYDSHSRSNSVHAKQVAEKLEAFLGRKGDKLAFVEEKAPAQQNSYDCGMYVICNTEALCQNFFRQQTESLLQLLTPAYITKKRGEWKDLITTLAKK
PfGluPho inh – PfG6PD (Plasmodium falciparum) enzyme inhibition | 350,000 tested, 0.78% active | inhibition, % at 20 µM | AID 504690 | PfGluPho enzyme, NADPH resazurin-diaphorase fluorescence;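 active = inhibition reaching at least a set limit at 20 µM in the primary screen, cut at about 59% in these data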;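 also: 0% = DMSO wells with substrate and 100% = DMSO wells lacking glucose-6-phosphate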
SENP6 block – SENP6 protease inhibition. inhibition, % at 10 µM. Q9GZR1. Recombinant SENP6 catalytic domain, aminoluciferin luminescence. 330,000 tested, 1.8% active;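 active = inhibition above about 50% at the single tested dose, limit read from the data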;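 also: plate controls were DMSO wells with enzyme for no effect and DMSO wells lacking enzyme for full effect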
SENP8 block-2 – blocks the human protease SENP8 | Q96LD8 | purified SENP8, Z-RLRGG-aminoluciferin cleavage, luminescence | inhibition, % at 10 µM | 330,000 tested, 1.2% active | AID 2540; in the data active = inhibition above about 50%
SENP1 FRET inh – inhibitors of human SENP1 SUMO protease catalytic domain; Q9P0U3; recombinant SENP1 catalytic domain, CyPet-SUMO1-YPet FRET cleavage; AID 624204; inhibition, % at 10 µM; 360,000 tested, 0.21% active;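 active = inhibition at least 30% at 10 µM, raw YFP signal under a set limit, fluorescence ratio 0.5 to 1.5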;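 also: 0% = enzyme with DMSO and 100% = no enzyme wells; some results filed as inactive read as strong as hits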
Target sequence (Q9P0U3 419-644 limits assumed): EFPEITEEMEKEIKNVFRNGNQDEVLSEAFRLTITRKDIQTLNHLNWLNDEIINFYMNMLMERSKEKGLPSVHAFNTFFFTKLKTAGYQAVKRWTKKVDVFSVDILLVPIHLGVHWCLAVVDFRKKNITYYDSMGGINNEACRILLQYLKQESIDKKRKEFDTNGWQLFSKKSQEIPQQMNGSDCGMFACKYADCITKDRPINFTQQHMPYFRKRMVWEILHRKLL
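system = hSENP1 catalytic domain, recombinant | reagent = SFCypet-SUMO1-SFYpet substrate at 25 nM | doses = one dose per compound, 10 µM, 0.5% DMSO | incubation = enzyme reaction for 50 min at room temperature, dark | measured by = FRET, CFP and YFP emission | controls = no-enzyme low, enzyme-DMSO high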
UBC13 polyUb – human UBC13 polyubiquitination inhibition; UBC13 polyubiquitin chain formation, TR-FRET; inhibition, % at 20 µM; 330,000 tested, 0.47% active; AID 485273; P61088; in the data active = inhibition above about 45%, passing the limit was not always enough
Target sequence (P61088 whole entry, looked up): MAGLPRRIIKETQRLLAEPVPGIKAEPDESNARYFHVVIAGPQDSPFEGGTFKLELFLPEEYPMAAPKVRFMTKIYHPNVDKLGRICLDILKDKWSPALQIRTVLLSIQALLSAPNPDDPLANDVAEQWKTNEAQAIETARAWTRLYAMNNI
beta cell repl – inducers of beta-cell replication in MIN6 cells; MIN6 cells proliferation, ATPlite luminescence, 48 h; cells starved in 0.2% serum; 100% = growth in 10% serum; proliferation, % at 10 µM; 330,000 tested, 0.29% active;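 active = compounds whose signal lies at least 3.5 SD above the mean of all wells on their plate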;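 also: 0% = DMSO-treated cells in low-serum medium and 100% = 10% serum control; some compounds called inactive have numbers as strong as hits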
* hit, by the source's call; . = not tested or not shown; & = joins results of further samples.

SMILES	HKDC1 inh	SENP7 inh	SENP8 block-1	PfGluPho inh	SENP6 block	SENP8 block-2	SENP1 FRET inh	UBC13 polyUb	beta cell repl
CCn1c(SCC(=O)N=Nc2c(O)[nH]c3ccccc23)nc2ccccc21	5	6	21	4	3	-1	3	-3	0.0*
CN1CCN(c2ncccc2S(=O)(=O)N2CCCCC2)CC1	-8	5	31	-3	-13	11	5	2	-1
Cc1cccc(C(=O)NCC(=O)N2CCN(S(=O)(=O)c3ccccc3)CC2)c1	-9	-12	16	-8	-19	-12	0	3	-5
Cc1cc(NC(=O)C2COc3ccccc3O2)no1 (stereo not drawn)	-8	1	3	-6	4	5	1	1	-1
COc1ccc(C2=Cc3ccc(OC(C)=O)cc3OC2)cc1	-5	.	-376	8	.	.	-78	.	.
CCOc1ccccc1CN1CCN(Cc2ccc3cccc(OC)c3n2)CC1CCO (stereo not drawn)	-4	0	-94	-14	-9	-8	-12	2	-1
Cc1ccccc1Nc1nc(N)nc(COc2ccc(C#N)cc2)n1	14	-9	12	-6	-30	-4	-1	0	-3
Cc1ccc(CN(c2ccc(C(=O)NCc3ccc4c(c3)OCO4)cc2)S(C)(=O)=O)cc1	6	2	9	1	-9	-3	-1	5	-3
COc1ccc(NC(=O)c2cc([N+](=O)[O-])ccc2N2CCN(C)CC2)cc1	3	0	17	-21	-13	-1	3	2	-2
CN1CCN(C(=S)c2cn(Cc3cccc(F)c3)c3ccccc23)CC1	14	5	18	-5	-4	1	1	2	-2
CC1=C(C(=O)Nc2ccccc2F)C(c2cccs2)NC(=S)N1 (stereo not drawn)	-8	-4	10	2	-24	2	2	-5	-1
Cc1ccc2nc(NC3=NCN(Cc4cccnc4)CN3)nc(C)c2c1	-7	.	7	2	.	.	-1	.	.
CCCc1cc(=O)oc2cc(OC(C)C(=O)NCc3ccccn3)c(Cl)cc12 (stereo not drawn)	4	-6	-111	5	5	8	1	-3	2
CN1C(c2ccccc2)CCOS1(=O)=O (stereo not drawn)	-5	-1	9	0	0	-1	1	-2	1
COc1ccccc1CN1CC(=O)N2CSC[C@H]2C1=O	0	-7	5	-4	-15	-9	-1	-4	2

The closing 7 records of the section above are carried over, then new ones follow.
SMILES	HKDC1 inh	SENP7 inh	SENP8 block-1	PfGluPho inh	SENP6 block	SENP8 block-2	SENP1 FRET inh	UBC13 polyUb	beta cell repl
COc1ccc(NC(=O)c2cc([N+](=O)[O-])ccc2N2CCN(C)CC2)cc1	3	0	17	-21	-13	-1	3	2	-2
CN1CCN(C(=S)c2cn(Cc3cccc(F)c3)c3ccccc23)CC1	14	5	18	-5	-4	1	1	2	-2
CC1=C(C(=O)Nc2ccccc2F)C(c2cccs2)NC(=S)N1 (stereo not drawn)	-8	-4	10	2	-24	2	2	-5	-1
Cc1ccc2nc(NC3=NCN(Cc4cccnc4)CN3)nc(C)c2c1	-7	.	7	2	.	.	-1	.	.
CCCc1cc(=O)oc2cc(OC(C)C(=O)NCc3ccccn3)c(Cl)cc12 (stereo not drawn)	4	-6	-111	5	5	8	1	-3	2
CN1C(c2ccccc2)CCOS1(=O)=O (stereo not drawn)	-5	-1	9	0	0	-1	1	-2	1
COc1ccccc1CN1CC(=O)N2CSC[C@H]2C1=O	0	-7	5	-4	-15	-9	-1	-4	2
CCCOc1ccc(NC(=O)C2CC(=O)N/C(=N/N=C(\C)CCc3ccc4c(c3)OCO4)S2)cc1 (stereo not drawn)	0	3	11	-2	0	-6	-1	-1	1
NS(=O)(=O)c1cc2c(cc1Cl)NCNS2(=O)=O	-2	-5	4	2	-1	8	1	8	-1
COc1ccc(OC)c(NC(=O)c2cnn(-c3ccccc3Cl)c2NC(=O)c2ccco2)c1	17	4	25	2	-2	8	2	8	0
Cc1cc(-c2ccccc2)nc2[nH]n(-c3ccccc3)c(=O)c12	2	7	24	5	-4	2	4	-39	-2
CN1C2CCC1CC(OC(=O)c1c[nH]c3ccccc13)C2 (stereo not drawn)	-4&-3	1&2	4&6	7&13	-18&0	-14&4	2&0	-4&9	-5&0
O=S(=O)(c1ccc(F)cc1)N(CCO)CC(O)Cn1c2ccccc2c2ccccc21 (stereo not drawn)	-3	-3	-2	-7	-5	-5	-7	19	-5
CCOC(=O)N1CCN(c2ccc(S(=O)(=O)N3CCC(C)CC3)cc2[N+](=O)[O-])CC1	-1	1	27	0	4	6	0	3	-2
O=c1[nH]cc(S(=O)(=O)N2CCN(c3cccc(C(F)(F)F)c3)CC2)c(=O)[nH]1	1	-4	12	-20	6	-2	2	5	-3
CC(=O)NC1CCN(C(=O)N2CCCC2)CC1	-2	-12	14	11	-16	-5	-1	-2	-2
COc1ccc(CN2CCCC(C(=O)N3CCCC3)C2)cc1 (stereo not drawn)	-3	5	6	-11	4	2	3	-1	0
O=C(Nc1cc2c(cc1Cl)OCCO2)c1ccco1	-9	3	20	-9	12	-14	2	1	-3
O=C(NC(Cc1ccccc1)C(=O)O)/C(=C\c1ccccc1)NC(=O)c1ccc(Br)o1 (stereo not drawn)	-4	9	-19	-18	-15	-19	-102	2	-4
CC(CC1CC(C)(C)OC1=O)C(=O)Nc1ccc([N+](=O)[O-])cc1 (stereo not drawn)	-7	5	16	-4	-6	-5	2	-4	5
CCOc1ccc(NC(=O)COC(=O)CN2CCCCCC2=O)cc1	-9	-4	8	-2	-11	0	2	1	-4
O=C(COC(=O)c1ccncc1)NCCCc1ccccc1	-10	2	-19	16	5	1	-18	6	0
Cc1ccc(-c2nnc3n2N=C(c2ccc(Br)cc2)CS3)cc1	-2	3	10	-5	4	1	1	6	4
Cc1ccc(C)c(NC(=O)CCCCCN2C(=O)[C@@H]3Cc4ccccc4CN3C2=O)c1	-5	-16	16	0	-11	-10	0	-3	0
COc1cccc(OCc2nnc(SCC(=O)NCc3ccco3)n2C)c1	-3	9	2	2	5	5	0	-3	-1
O=C(NCCSCc1ccco1)c1ccc(=O)[nH]c1	-2	6	12	-13	-2	6	-5	0	-2
O=C(NCN1CCc2ccccc2C1)c1ccccc1	-4	-4	7	-12	-3	0	-2	-3	-1
CCOC(=O)c1cccc(NC(=O)CSc2nnc(COc3ccc(Cl)cc3)o2)c1	0	-10	19	11	7	-14	1	-3	-1
O=C(CCCN1C(=O)c2ccccc2C1=O)Oc1ccc(F)cc1	-7	11	11	-5	4	-1	0	-3	-3
N/C(=N\OC(=O)c1ccoc1)c1ccc(Br)cc1	-1	91*	4	7	93*	84*	1	0	2
Cc1[nH]c2ccccc2c1C(=O)COC(=O)c1ccccc1O	3	-1	-5	7	-6	-28	-1	3	-1
Cc1ccc(N/C=C2\CCCCC2=O)c(C)c1	1	1	-6	6	-12	-10	-3	3	-1
Cc1cc(C(F)(F)F)n2ncc(-c3ccccc3)c2n1	3	-6	8	15	-13	-5	3	2	-3
Cc1cc(=O)oc2cc(OC(C)C(=O)Nc3ccc(N4CCOCC4)cc3)ccc12 (stereo not drawn)	-4	-6	-3	17	-2	4	3	4	1
Cc1ccccc1-c1nnc(SCC(=O)c2c(N)n(C3CC3)c(=O)[nH]c2=O)o1	-5	-4	8	11	1	3	-1	2	-1
CCOC(=O)N1CCN(S(=O)(=O)N2CCCC(C(=O)NCCc3ccccc3)C2)CC1 (stereo not drawn)	-11	13	5	-1	5	-8	0	-4	0
O=C(Nc1ncccn1)C1CCCCC1	11	2	7	6	-22	-6	3	-8	-2
CCNC(=S)NNC(=O)c1cccnc1	-8	5	14	0	9	-5	1	3	-2
COCCn1c(Cc2ccccc2)nnc1SCC(=O)N1CCCCC1C (stereo not drawn)	-4	5	4	4	-18	5	3	9	3
O=C(CCSc1ccc(Cl)cc1)N1CCOCC1	3	0	26	-4	-1	0	0	5	0
Cc1ccc(C(=O)NC2CCN(C(=O)N3CCOCC3)CC2)cc1	-4	7	13	1	3	4	0	0	0
CC(C)CNC(=S)N1CCC(Cc2ccccc2)CC1	-12	-4	-1	11	-7	1	2	9	-6
CSCCC(NC(=O)c1ccco1)C(=O)N1CCCC(C(F)(F)F)C1 (stereo not drawn)	-5	-5	7	-4	-15	-14	2	-2	0
CC(C)(C)OC(=O)N1CCCN(C(=O)Nc2ccc(OC(F)(F)F)cc2)CC1	-2	-20	9	3	-21	1	2	-2	0
CC(C)[C@@H]1NC(=O)c2cc([N+](=O)[O-])cc(I)c2OCC[C@@H](C(N)=O)NC(=O)[C@H](CCC(=O)O)NC1=O	4	-8	26	-49	-23	-17	0	-10	-3
CC(C)c1ccc(S(=O)(=O)Nc2ccc(O)c(Sc3ncn[nH]3)c2)cc1	3	10	3	0	1	-1	1	-1	-3
CN(C)CCNC(=O)c1ccc2c(=O)n(Cc3ccc(Cl)cc3)c(=S)[nH]c2c1	8	-4	14	9	-10	2	-1	38	-7
CCOC(=O)c1cccc(N/C=C/C(=O)c2ccc(OC)c(OC)c2)c1	1	-6	-496	22	-5	-19	-91	0	3
CC(C)(O)CN(CCCNC(=S)Nc1ccccc1)C(=S)Nc1ccccc1	-5	.	16	18	.	.	0	.	.
COc1ccc(NC(=O)CSc2nnc(C3CCCCC3)n2N)cc1OC	-6	-3	12	-1	11	-11	2	0	3
O/N=C/c1ccn(-c2ccc(Br)cc2)c1	-7	7	3	29	-21	-2	0	5	3
NC(=O)Cn1c(=O)n(CCC(=O)Nc2ccc(F)cc2)c(=O)c2sccc21	-5	0	1	-9	-15	-1	-1	3	2
CCN1CCCC1CN(Cc1cc2ccc(C)cc2[nH]c1=O)C(=S)Nc1ccc(F)cc1 (stereo not drawn)	12	1	-19	0	-19	6	-11	2	-6
Cc1ccc(CNC(=S)N(C)C)cc1	-7	-2	11	11	-14	0	1	6	2
Cc1ccc(C(=O)NNC(=S)NC(=O)c2ccc(Cl)cc2Cl)cc1	-1	3	16	-22	-6	-1	1	-13	-2
O=[N+]([O-])c1cc([N+](=O)[O-])c(Oc2ccc(F)cc2)cc1NN1CCCCC1	-1	-2	31	-15	-12	3	1	0	-1
O=C(NN1C(=O)C2C(c3ccccc3)C=CC(c3ccccc3)C2C1=O)c1ccccc1 (stereo not drawn)	12	-9	11	-21	-11	-9	41*	-9	-4
Cc1ccc(S(=O)(=O)N2CCN(CC(=O)N/N=C/c3ccccc3OCC(=O)O)CC2)cc1	-3	3	.	-14	0	-3	.	14	-4
COc1cc(S(=O)(=O)N2CCCCC2)ccc1NC(=O)c1ccc(F)cc1	-6	7	15	-4	5	3	4	0	-2
CCOC(=O)N1CCC(NC(=O)Cc2cn(C)c3ccccc23)CC1	-2	7	23	-6	-7	5	0	2	-3
COc1ccccc1C(=O)Nc1cccc2cccnc12	-3	2	-61	18	-3	7	-1	-4	-5
O=[N+]([O-])c1ccccc1SNc1ccccn1	-9	-5	14	21	-6	-7	2	-15	-5
COc1ccc(C)cc1S(=O)(=O)N(C)CC(=O)N1CCN(c2ccccc2)CC1	-12	0	11	2	-4	-7	0	-1	0
O=C(CCn1c(=O)[nH]c2ccsc2c1=O)N(CCc1ccccc1)Cc1ccccc1	1	3	6	-18	-10	0	0	6	-2

Nothing new here: entries from further up.
SMILES	HKDC1 inh	SENP7 inh	SENP8 block-1	PfGluPho inh	SENP6 block	SENP8 block-2	SENP1 FRET inh	UBC13 polyUb	beta cell repl
COc1ccc(C)cc1S(=O)(=O)N(C)CC(=O)N1CCN(c2ccccc2)CC1	-12	0	11	2	-4	-7	0	-1	0
O=C(CCn1c(=O)[nH]c2ccsc2c1=O)N(CCc1ccccc1)Cc1ccccc1	1	3	6	-18	-10	0	0	6	-2
